Bioassay records as filed in PubChem BioAssay.
RGS4 inhibitor: human RGS4 inhibition; P49798; Transcreener GDP fluorescence polarization, RGS4-accelerated GTP hydrolysis; Potency, µM (top dose mostly 114 µM), without a hit: top-dose activity change, negative = inhibition, usual class: inhibitors; hit rate 0.039% among 390,000; AID 504845; further: potency means the concentration at half of the fitted maximal effect; on the % scale 0 is the no-effect control and ±100 the full control effect; nearly all actives have a fitted effect of over 75% in size; some results filed as inactive show a strong effect at the top dose
Target sequence (P49798 whole entry, looked up): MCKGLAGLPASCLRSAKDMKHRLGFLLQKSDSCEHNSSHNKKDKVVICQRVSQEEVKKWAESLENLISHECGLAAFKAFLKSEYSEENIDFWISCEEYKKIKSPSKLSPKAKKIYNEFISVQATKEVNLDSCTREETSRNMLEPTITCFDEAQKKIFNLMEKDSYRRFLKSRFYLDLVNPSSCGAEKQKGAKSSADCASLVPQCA
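MLSMR compounds (23 nl, pin-transferred) preincubated 10 min at room temperature with a 500nM (2x) first reagent, then RGS4 at 900nM (2x) plus Transcreener GDP mix added; fluorescence polarization (620/688 nm) read before and after 90 min at 30 °C.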
LDHA inh: inhibitors of human lactate dehydrogenase A; activity change, % (values are at about 110 or 230 µM); purified LDHA, NADH/diaphorase-resazurin fluorescence; hits give low values; P00338; hit rate 0.15% among 480,000; AID 1347041; in the data active means activity change below about -30%; inconclusive means mostly about -25% to -30%;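 further: plate controls were DMSO wells for no effect and wells without enzyme for full effect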
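Enzyme activity of human lactate dehydrogenase 5 (2 nM; 0.06 mM NADH, 0.2 mM pyruvate, 5 min, RT) is measured via a resazurin/diaphorase fluorescence readout of residual NADH.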
D2 antag: antagonizes the human D2 dopamine receptor. HEK293 TREx D2 cells, calcium flux, dopamine EC80. P14416. hit rate 2% among 340,000. AID 485344. inhibition, % at 10 µM; in the data active means inhibition above about 30%; further: 0% is about no effect
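HEK293 T-REx D2 cells, tet-induced, calcium dye no-wash. Cpd pintool add, 180 s kinetic, then EC80 DA, 180 s kinetic. Ca flux read.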
ERG Ets-DNA blk: ERG Ets/DNA interaction inhibition. AID 624246. hit rate 0.028% among 370,000. P11308. Potency, µM (top dose mostly 76.9 µM), for inactives: at the highest dose FP activity, negative = inhibition, actives largely listed as inhibitors. fluorescence polarization, His-ERG Ets domain / labelled DNA; active means well fitted inhibition curve with a large enough effect in the polarisation, with a control signal flat; inconclusive means small, poorly fitted or top-dose-only effect, or effect the other way, or a change in a side signal; inactive means no such curve, though single readings can be large or run the other way; the % refers to the polarisation;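 further: polarization taken with two DNA probes labelled with fluorescein and Texas red; potency means the concentration at half of the fitted maximal effect; % of control where 0% means no effect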
Target sequence (P11308 whole entry, looked up, the tested form may be a part): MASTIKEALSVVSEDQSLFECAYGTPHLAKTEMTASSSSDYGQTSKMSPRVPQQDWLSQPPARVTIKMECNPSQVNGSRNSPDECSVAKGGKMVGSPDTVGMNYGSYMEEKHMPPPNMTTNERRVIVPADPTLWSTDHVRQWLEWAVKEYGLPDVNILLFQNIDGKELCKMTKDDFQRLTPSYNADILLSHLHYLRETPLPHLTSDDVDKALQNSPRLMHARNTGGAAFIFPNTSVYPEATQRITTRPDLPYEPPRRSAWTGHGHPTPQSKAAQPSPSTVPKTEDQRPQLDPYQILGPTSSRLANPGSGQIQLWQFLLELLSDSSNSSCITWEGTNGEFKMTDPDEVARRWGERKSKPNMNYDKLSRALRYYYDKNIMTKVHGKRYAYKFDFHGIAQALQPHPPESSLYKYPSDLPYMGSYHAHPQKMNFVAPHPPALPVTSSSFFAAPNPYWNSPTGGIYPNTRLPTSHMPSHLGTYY
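His-tagged ERG Ets domain (1 uM in the protein solution; 300mM KCl, 50mM Tris-HCl, 1mM EDTA, 1mM DTT, pH 7.5) received compound, then a probe mix of 5 nM fluorescein-DNA and 100nM Texas-615-DNA. Fluorescence polarization was read for both dyes.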
GRP78 ERSR act: induces the endoplasmic reticulum stress response in human glioma cells; U87-MG GRP78 promoter luciferase reporter, 16 h; Potency, µM, for inactives: at the top dose activation, most hits filed as activators; hit rate 0.02% among 420,000; further: potency means the concentration at half of the fitted maximal effect; series mostly up to about 76 µM; % of control where 0% means no effect; nearly all actives have a fitted effect of over 35% in size
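ERSR induction read as luciferase luminescence (Bright-Glo, 10 min at room temperature) in stably transfected human U87-MG glioma cells exposed to compounds for 16 h, using GRP78 as sensor.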
Vif-APOBEC3F blk: blocks the Vif interaction with APOBEC3F. HeLa A3F-eYFP + Vif (tagged APOBEC3F with the HIV-1 protein that degrades it), YFP fluorescence increase. Potency, µM (top dose mostly 46.1 µM), for inactives: at the top dose activity, negative = active. hit rate 0.2% among 390,000; further: potency means the concentration at half of the fitted maximal effect; % of control where 0% means no effect; nearly all actives have a fitted effect of over 65% in size
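Fluorescence increase (Ex 488/Em 500-530) after overnight compound treatment at 37 deg C flags inhibition of Vif-driven A3F-eYFP loss in stable HeLa A3F-eYFP/Vif cells seeded overnight beforehand.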
D2 agonist: agonists of human D2 dopamine receptor; AID 485358; hit rate 0.53% among 340,000; P14416; HEK293 T-REx D2 cells, calcium flux agonist mode; activation, % at 2 µM;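 active means activation over 3 SD above normal in the single-dose calcium agonist read, cut at about 30% in these data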; further: 0% is about no effect
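Tetracycline-induced HEK293 T-REx cells with force-coupled D2 receptor, plated overnight at 30 C, loaded with no-wash calcium dye. After a 10 s baseline, compound was pin-added and calcium flux read kinetically for 180 s; calcium rises flagged agonists.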
Vif-A3G inh: blocks the Vif interaction with human APOBEC3G; Q9HC16; HeLa A3G-eYFP + Vif (tagged APOBEC3G with the HIV-1 protein that degrades it), YFP fluorescence, overnight; Potency, µM (titrated, usually from 46.1 µM), without a hit: at the highest dose activity, negative = active, usual class: inhibitors; hit rate 0.076% among 410,000;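 further: potency means the concentration at half of the fitted maximal effect; on the % scale 0 is the no-effect control and ±100 the full control effect; nearly all actives have a fitted effect of over 60% in size; hits raise eYFP signal because A3G escapes Vif-driven loss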
Target sequence (Q9HC16 whole entry, looked up): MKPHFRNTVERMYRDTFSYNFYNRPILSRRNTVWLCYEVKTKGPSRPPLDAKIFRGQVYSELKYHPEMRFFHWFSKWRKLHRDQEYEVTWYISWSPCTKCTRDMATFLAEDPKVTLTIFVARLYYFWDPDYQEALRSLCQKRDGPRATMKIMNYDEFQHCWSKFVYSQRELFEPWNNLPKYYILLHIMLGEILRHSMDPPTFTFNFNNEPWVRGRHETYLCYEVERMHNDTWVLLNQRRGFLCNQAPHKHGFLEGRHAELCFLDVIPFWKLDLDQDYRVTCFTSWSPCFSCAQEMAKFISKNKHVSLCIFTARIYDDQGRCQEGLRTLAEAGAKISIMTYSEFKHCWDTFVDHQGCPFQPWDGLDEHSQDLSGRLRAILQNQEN
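HeLa cells stably expressing Vif and C-terminally eYFP-tagged A3G, seeded overnight at 37 deg C, then exposed to compound by pintool overnight at 37 deg C. Rise in yellow fluorescence (Ex 488/Em 500-530, Acumen) marks blocked Vif-driven A3G degradation.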
ALOX12 inh: blocks human arachidonate 12S-lipoxygenase; Potency, µM (highest dose often 108 µM), without a hit: at the top dose activity change, negative = inhibition, most hits filed as inhibitors; P18054; purified 12hLO, xylenol orange hydroperoxide absorbance; hit rate 1.1% among 580,000; further: potency means the concentration at half of the fitted maximal effect; on the % scale 0 is the no-effect control and ±100 the full control effect
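Hydroperoxide product was detected by ferrous iron/xylenol orange as the 573 to 405 nm absorbance ratio. Arachidonic acid at 40 uM (final) was turned over for 30 min at room temperature by 150 nM human 12hLO, pH 7.0 Hepes buffer, after 15 min compound preincubation.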
Active calls of the source: *; i = inactive; ? = inconclusive; . = not tested or not shown; & = joins results of further samples; [ ] = dose if it differs, or a comment. Unless noted, the call rests on the fitted dose curve; in most records, active means well fitted curve in the direction sought with a large enough effect; inconclusive means small, poorly fitted or top-dose-only effect, or another doubt; inactive means no such curve, though single readings can be large; an effect the other way counts as inactive or inconclusive. A portion of the library; rates above refer to the full screens.

# | Molecule | Vif-A3G inh | GRP78 ERSR act | ERG Ets-DNA blk | D2 antag | LDHA inh | ALOX12 inh | RGS4 inhibitor | Vif-APOBEC3F blk | D2 agonist
1 | Cc1cc(C(=O)Cn2cnc3ccccc3c2=O)c(C)n1C1CC1 | -2% | 0% | -1% | 3 | -1 | ? | 32% | -17% | -1.4
2 | COC(=O)C1=C(C)N(Cc2ccccc2)C(=NCc2ccccc2)N[C@H]1c1cccc(C(F)(F)F)c1 | 7% | -10% | 5% | . | 2 | . | 22% | -2% | .
3 | Cc1ccccc1CNC(=O)c1oc2c(c1C)-c1[nH]ncc1CC2 | -9% | -2% | -2% | . | 17 | -2% | -4% | -5% | -0.1
4 | Cc1nn2c(NCCN(C)C)c3c(nc2c1-c1ccccc1)CCC3 | 2% | -2% | 8% | 1 | 2 | 9% | 1% | -7% | -0.2
5 | O=C(OCC(=O)N1CCCC1=O)c1cccc(S(=O)(=O)N2CCOCC2)c1 | 1% | 2% | -2% | -10 | -9 | -23% | 12% | -7% | 0.8
6 | Cc1ccc(/C=N/NC(=O)c2sccc2OCc2ccc(F)cc2)cc1 | ? | -1% | -2% | 0 | -2 | i | -28% | -23% | 0.3
7 | Cc1ccc2nc(-c3ccc(N4C(=N)SC5CS(=O)(=O)CC54)cc3)sc2c1 (configuration not stated) | 4% | -1% | -5% | -4 | -7 | 8% | -11% | -1% | 1.1
8 | Cc1ccc(CSc2nc3ccncc3n2CC(=O)Nc2cc(C)cc(C)c2)cc1 | -15% | 12% | 5% | -12 | -6 | 35% | -1% | -14% | -1.9
9 | COc1ccccc1CN(C)CC(=O)Nc1ccccc1-c1ccccc1 | 0% | -1% | -8% | 9 | 0 | 10% | -1% | -5% | -0.4
10 | CCOc1ccc(NC(=O)CN2C(=O)CCSc3ccc(S(=O)(=O)N4CCCC4)cc32)cc1 | 2%&-3% | 1%&-2% | -1%&0% | 6 | -7&-7 | ? | 14%&-14% | 1%&-4% | 0.7
11 | O=C(NC1(C(F)(F)F)NC(=O)N(Cc2ccccc2)C1=O)c1cccnc1 (configuration not stated) | 1% | -2% | -2% | -3 | 0 | -7% | 25% | 1% | 0.0
12 | COc1ccc(NC(=O)CSc2nc(-c3ccco3)nc3cc(=O)[nH]n23)cc1Cl | ? | 3% | -1% | 9 | -6 | ? | -21%[56.9 µM] | 7% | 0.4
13 | CCn1cc(C(=O)OCC(=O)Nc2cc(Cl)ccc2OC)c(=O)c2ccc(C)nc21 | 0% | -2% | 4% | . | -3 | -29% | 13% | 0% | -0.1
14 | COc1c(Cl)cc(C(=O)Nc2ccccc2C(=O)O)cc1Cl | -2% | 10% | . | 2 | -5 | -2% | 7% | 11% | 0.4
15 | CCC(CC)c1nnc(NC(=O)c2ccc3ccccc3n2)s1 | 2% | ? | -1% | 7 | 5&-3 | 49%&28%[activator] | 21% | 4% | -0.9
16 | CCN(CC)S(=O)(=O)c1ccc2c(c1)N(CC(=O)NCCc1ccc(OC)c(OC)c1)C(=O)CO2 | 2% | -2% | 0% | . | -2 | -20% | 8% | 2% | 1.0
17 | O=C(Nc1cccnc1)c1sc(Nc2ccccc2)nc1-c1ccccc1 | -3% | -2% | . | 2 | -7 | -8% | -36% | -1% | 3.5
18 | Cc1cc(C)c(NC(=O)CNC(=O)CN2C(=O)NC3(CCCc4ccccc43)C2=O)c(C)c1 (configuration not stated) | 1% | -2% | -4% | -33 | -3 | 10% | -27% | 4% | -0.1
19 | COc1ccc([C@@H]2[C@@H]3C(=O)N(C(C)(C)C)C(=O)[C@@H]3[C@]3(Cc4ccc(Cl)cc4)C(=O)N(c4ccc(OC)cc4)C(=O)N23)cc1 | 3% | 3% | -2% | -7 | -1 | 1% | -8% | 0% | 1.5
20 | CCOc1ccc(CNC(=O)Cn2nc(C)c3nn(-c4ccc(Cl)cc4)c(C)c3c2=O)cc1OC | -1% | -3% | 1% | . | -3 | ? | -10% | ? | -1.6
21 | COc1ccc(C(=O)OCC(=O)Nc2cccc(S(=O)(=O)NC3=NCCCCC3)c2)cc1[N+](=O)[O-] | 2% | -2% | -17%[15.4 µM] | . | -1 | 3% | -48% | 3% | .
22 | COc1ccc(Cl)cc1NC(=O)NCc1ccco1 | -5% | 1% | 8% | 18 | -2 | 2% | -12% | -2% | 0.4
23 | CCOC(=O)C1=C(COC(=O)C2CC(=O)N(c3ccccc3F)C2)NC(=O)NC1C (configuration not stated) | -3% | -1% | 8% | 23 | 0 | 78% | -15% | -16% | -0.2
24 | COC(=O)c1ccc2c(=O)n(CC3CCCO3)c(SCC(=O)Nc3ccccc3Cl)nc2c1 (configuration not stated) | 0% | -3% | -1% | 9 | -10 | -22% | -15% | 4% | -0.5
25 | COc1c(Br)cc(Br)cc1/C=C1/C(=O)N=C(N)N1C | -2% | -2% | 2% | -4 | -9 | 4% | -5% | 0% | -0.1
26 | Cc1cc(S(=O)(=O)Nc2ccc(C(=O)N3CC(C)OC(C)C3)cc2)ccc1F (configuration not stated) | -5% | -5% | 17% | -23 | 3 | ? | 8% | -30% | 0.5
27 | Nc1ccccc1S(=O)(=O)NCCCCc1ccccc1 | 0% | -2% | -2% | -4 | -2 | 3% | 13% | -3% | -0.4
28 | COc1cccc(CNC(=O)CNC(=O)N2CC(=O)Nc3ccccc32)c1 | -19% | -3% | 12% | 0 | -1 | 37%[activator] | -33% | -13% | -1.1
29 | CSc1cccc(CN2CCC(CCC(=O)NC3CC3)CC2)c1 | 2% | -5% | 5% | 16 | -3 | -40% | 11% | 5% | 0.7
30 | CC(=O)N1CCN(Cc2nc3cc(NC(=O)c4cccs4)ccc3n2C)CC1 | -1% | -1% | 7% | 13 | -5 | -5% | -15% | 15% | 0.6

# | Molecule | Vif-A3G inh | GRP78 ERSR act | ERG Ets-DNA blk | D2 antag | LDHA inh | ALOX12 inh | RGS4 inhibitor | Vif-APOBEC3F blk | D2 agonist
31 | CC1(C)Cc2c(cnn2-c2ccccc2)C(NC(=O)CCc2ccncc2)C1 (configuration not stated) | -1% | -1% | 9% | -6 | -9 | 42%[activator] | -35% | -2% | -0.5
32 | Cn1c(=O)c2c(-c3ccccc3)n(-c3cc(Cl)c([N+](=O)[O-])cc3O)cc2n(C)c1=O | -7% | -1% | . | . | -2 | -26% | . | . | .
33 | CC1=C(C#N)C(Nc2cccc(C)n2)(C(F)(F)F)C(=O)N1 (configuration not stated) | -6% | -3% | 4% | 9 | -10 | 16% | 7% | . | -0.3
34 | O=C(N/N=C\c1ccc(OCC(=O)N2CCCC2)cc1)C(=O)Nc1ccccc1F | -1% | -5% | -6% | . | -5 | -4% | 1% | 9% | .
35 | O=C(NC1CCCCC1)C(c1ccc(F)cc1)N(C(=O)Cc1ccsc1)c1ccc(F)cc1 (configuration not stated) | 0% | 1% | . | -8 | -7 | 4% | -10% | 2% | -0.7
36 | COc1ccc(NC(=O)c2nc(SC)ncc2Cl)cc1 | 0% | -3% | -3% | -18 | -8 | 6% | -14%[11.4 µM] | 1% | -0.5
37 | COc1ccc2[nH]cc(CCNS(=O)(=O)c3ccc(C)cc3)c2c1 | 2% | -1% | 3% | 3 | 0 | 0% | 12% | ? | -0.2
38 | COc1cc(OC)cc(C(=O)NCCCNC(=O)c2ccccn2)c1 | 0% | -5% | 11% | -15 | -4 | 9% | 8% | 9% | -0.2
39 | CCOC(=O)c1nn(-c2ccc(Cl)cc2)c2nnc(Cc3ccccc3)c(=O)n12 | 1% | -1% | -1% | 2 | -11 | -10% | -6% | -2% | -1.8
40 | O=C1c2ccccc2C(=O)N1CCC#Cc1ccc2cc(CCCO)oc(=O)c2c1 | -5% | -2% | -2% | . | -9 | 16% | -12% | 4% | .
41 | O=C(NNC(=O)c1cccc(-n2cccc2)c1)c1ccc(F)cc1 | 2% | -1% | -1% | -22 | -5 | 0% | -17% | 10% | -0.3
42 | Cc1ccc2nc(NCc3ccco3)c(C=NCc3ccco3)c(=O)n2c1 | -1% | -1% | -1% | -5 | -1 | 8% | 28% | -10% | -1.6
43 | COc1cccc(/C=N/NC(=O)c2ccc(COc3ccc(Cl)cc3Cl)o2)c1 | -6% | -6% | -4% | -1 | -1 | -3% | -52% | 2% | 0.1
44 | CNc1c(NS(=O)(=O)c2ccc3c(c2)CCCC3)c(=O)oc2ccccc12 | 0% | -2% | -2% | -5 | 5 | ? | 19% | 5% | 3.3
45 | CC1CCN(CC(=O)N(C)c2c(N)n(Cc3ccccc3)c(=O)[nH]c2=O)CC1 | 2% | 2% | -5% | -8 | 2 | -17% | -20% | 2% | 0.3
46 | Cc1n[nH]c(=O)c2c(NC(=O)COC(=O)c3cccc(OC(F)F)c3)oc(C)c12 | 0% | -3% | -3% | -17 | 14 | -14% | ? | -14% | -0.1
47 | COc1ccccc1CCN1CCCC(CN(C)C(=O)CCC(N)=O)C1 (configuration not stated) | 2% | -3% | 6% | -3 | -6 | 0% | 45% | 5% | 1.1
48 | COc1ccc(S(=O)(=O)N(c2onc(C)c2Cl)S(=O)(=O)c2ccc(OC)c(OC)c2)cc1OC | -5% | -7% | 0% | 0 | 3 | 18µM* | -2% | 2% | -0.1
49 | Cc1c(C(=O)OCC[N+]2(C)CCCCC2)oc2ccccc12 | 3% | -5% | -10% | 4 | -19 | -27% | 7% | 7% | 0.7
50 | N#Cc1nc(-c2ccccc2)oc1N1CCN(C(=O)c2ccco2)CC1 | 0% | -4% | -3% | -1 | 1&23 | -1%&-26% | -32% | -17% | -0.8
